Candida biofilm – kills Candida albicans biofilms. 0.14% of 85,000 active. AID 834. C. albicans biofilm + clotrimazole, Alamar Blue. inhibition, % at 6 µM;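 active = inhibition above 20%; inactive = inhibition below 20%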;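 note: preformed 24 hr biofilms exposed to compound for 48 hr; 0% = biofilm without compound and 100% = blank killed by clotrimazole plus chlorhexidine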
Mac1 fbg enh – enhancers of human CD11b/CD18 binding to fibrinogen | K562 CD11b/CD18 adhesion to fibrinogen, ATPlite luminescence | activation, % at 10 µM | 0.07% of 93,000 active;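 active = 10 µM primary screen giving 50% or more activity, confirmed by 40% or more on retest at that dose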; note: strong numbers were not always called active; reference of the scale not given here
MT1-MMP txn act – MT1-MMP promoter transcription activation | HT1080 MT1-MMP promoter luciferase reporter, luminescence, overnight; hits give high values | AID 750 | 0.16% of 86,000 active | activation factor at 10 µM;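 active = activation factor of at least 2 for MT1-MMP transcription at 10 µM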
Smad3 FoxH1 inh – inhibitors of human Smad3 transcription factor binding | TR-FRET Smad3/Dy647-FoxH1 peptide binding, europium anti-His | 0.29% of 88,000 active | P84022 | inhibition, % at 25 µM | AID 630;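 active = compounds that reduce the energy-transfer binding signal between the protein and its labelled peptide by more than half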;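 note: 0% = Smad3 plus labelled peptide maximal FRET and 100% = peptide-only background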
Target sequence (P84022 whole entry, looked up): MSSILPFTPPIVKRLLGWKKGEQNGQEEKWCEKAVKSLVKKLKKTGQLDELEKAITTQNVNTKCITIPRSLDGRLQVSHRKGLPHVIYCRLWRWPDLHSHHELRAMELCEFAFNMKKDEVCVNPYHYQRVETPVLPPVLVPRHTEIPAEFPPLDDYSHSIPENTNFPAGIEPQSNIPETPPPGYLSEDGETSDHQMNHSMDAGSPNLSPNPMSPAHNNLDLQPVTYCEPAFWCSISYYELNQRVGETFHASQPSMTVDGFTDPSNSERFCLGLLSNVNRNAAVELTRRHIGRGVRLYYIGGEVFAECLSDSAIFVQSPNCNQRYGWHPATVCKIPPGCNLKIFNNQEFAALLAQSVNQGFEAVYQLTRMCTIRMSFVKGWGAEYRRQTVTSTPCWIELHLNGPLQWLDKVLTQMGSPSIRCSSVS
sEH act – soluble epoxide hydrolase (human) activation; P34913; purified human sEH enzymatic activity, activator screen; activation, % at 2 µM; 0.04% of 91,000 active; AID 717; in the data active = activation above about 37%; note: values of inactives mirror those of a sister screen read the other way
Target sequence (P34913 whole entry, looked up): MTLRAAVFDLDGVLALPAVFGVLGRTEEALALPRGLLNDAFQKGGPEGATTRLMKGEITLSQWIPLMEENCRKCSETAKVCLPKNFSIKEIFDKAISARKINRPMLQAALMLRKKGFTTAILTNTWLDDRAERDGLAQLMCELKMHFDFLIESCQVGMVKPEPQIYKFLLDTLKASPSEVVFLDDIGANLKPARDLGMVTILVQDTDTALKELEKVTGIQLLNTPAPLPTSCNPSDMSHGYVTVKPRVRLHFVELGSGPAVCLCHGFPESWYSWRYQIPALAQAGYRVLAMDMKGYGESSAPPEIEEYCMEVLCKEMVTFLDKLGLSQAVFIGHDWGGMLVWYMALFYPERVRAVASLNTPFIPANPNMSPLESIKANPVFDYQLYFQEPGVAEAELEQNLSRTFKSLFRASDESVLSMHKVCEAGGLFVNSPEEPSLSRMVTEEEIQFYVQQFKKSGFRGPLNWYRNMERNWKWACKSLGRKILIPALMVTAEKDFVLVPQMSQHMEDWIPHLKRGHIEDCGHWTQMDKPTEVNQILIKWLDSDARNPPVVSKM
sEH inh – blocks human soluble epoxide hydrolase activity; P34913; recombinant human sEH enzymatic activity assay; inhibition, % at 2 µM; 0.34% of 91,000 active; AID 707; in the data active = inhibition above about 80%; note: values of inactives mirror those of a sister screen read the other way; many of its hits are not listed in these tables
ERb SRC1 inh – ER-beta (human) coactivator binding inhibition; inhibition, % at 25.6 µM; TR-FRET ER-beta LBD / SRC1-Cy5 peptide binding; receptor agonist-loaded with 1 µM estradiol; 1.3% of 86,000 active; Q92731;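 active = compounds whose percent inhibition of the receptor-coactivator binding signal exceeds about 50% in the single-dose screen, limit read from the data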;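 note: 0% = receptor plus peptide wells without compound and 100% = peptide-only wells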
CD11b adhes inh – blocks human CD11b/CD18 adhesion to fibrinogen. P05107+P11215. K562 CD11b/CD18 adhesion to fibrinogen, ATPlite luminescence; Mn2+ added to activate the integrin. inhibition, % at 10 µM. 0.54% of 93,000 active. AID 1497;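 active = primary inhibition of 50% or more at 10 µM, then 40% or more on retest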; note: some results filed as inactive read as strong as hits
ERa coact pot – ER-alpha (human) coactivator binding potentiation; TR-FRET ERalpha-LBD/SRC-Cy5 coactivator binding, 2 h; 100 = basal binding, no effect; P03372; coactivator binding (% of control), % at 25.6 µM; AID 639; 1.3% of 86,000 active; in the data active = activity above about 200%;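 note: binding measured in presence of low estradiol as agonist stimulus; 0% = peptide alone without receptor and 100% = receptor with peptide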
Active calls of the source: *; / = not tested or not shown; [ ] = dose if it differs, or a comment. An excerpt (hit frequency here may not be typical).

SMILES	Candida biofilm	Mac1 fbg enh	MT1-MMP txn act	Smad3 FoxH1 inh	sEH act	sEH inh	ERb SRC1 inh	CD11b adhes inh	ERa coact pot
Cc1nn(Cc2ccccc2)c(Cl)c1C(=O)OCc1nnc(-c2ccccc2)o1	3	0	1	11	-12	11	-2	21	96
Fc1cc(F)c2nc(N3CCCCC3)sc2c1	8	-2	1.7	-8	-17	16	13[fluorescence artefact?]	-5	110
CC(=O)Nc1ccc(C2NC(=O)c3ccccc3O2)cc1 (stereo unspecified)	2	-4	1.1	19	-12	10	-1[fluorescence artefact?]	6	104
COc1ccc(C)cc1-n1nnnc1SCC(=O)NC(=O)NCc1ccco1	5	32	1.1	0	-9	5	46	-3	50[fluorescence artefact?]
COC(=O)C(C(=O)OC)C(C)C(C(=O)OC)C(=O)OC	0	0	1.1	8	13	-13	-6	-43	96
CC1CCCCN1C(=O)CSc1nc2cc3c(cc2c(=O)n1Cc1ccc2c(c1)OCO2)OCO3 (stereo unspecified)	11	18	1.3	5	/	/	7[fluorescence artefact?]	-6	88
O=C(COC(=O)CCc1nc2ccccc2s1)Nc1ccc(S(=O)(=O)N2CCOCC2)cc1	-1	1	1.1	-9	/	/	-3	-6	104
Cc1ccc2oc(=O)c3cnn(CC(=O)Nc4ccccc4N4CCN(C)CC4)c3c2c1	-3	2	0.9	13[fluorescence artefact?]	/	/	1	-5	104
CCCC(c1nnnn1Cc1cccs1)N1CCN(c2nc3ccccc3s2)CC1 (stereo unspecified)	5	-1	1.2	2[fluorescence artefact?]	-1	1	-10[fluorescence artefact?]	-8	93
O=C(Cc1coc2ccc3ccccc3c12)N1CCc2ccccc21	3	-2	0.9	-6	-2	2	-11	16	116
CCOC(=O)C1=C(C)NC(=O)NC1c1c(O)ccc2ccccc12 (stereo unspecified)	0	0	1.1	-2	/	/	4	-7	92
CCCC1CCc2c(sc(NC(=O)OCC)c2C#N)C1 (stereo unspecified)	-1	/	1.1	-8	6	-3	-5	/	128
COc1cc(OC)cc(-n2nnnc2SCC(=O)N2CCCc3ccccc32)c1	5	2	1.1	5	11	-12	-6	-32	105
CC(=O)N1CCN2C(=O)C1CCCC(=O)c1cc(C(C)C)ccc12 (stereo unspecified)	-2	/	1.3	-8	3	0	-14	/	104
C/C=C/c1ccc(OCCCNC)c(OC)c1	4	0	1.3	8	8	-6	-2	-5	114
COc1ccc(NC(=O)N(CCO)Cc2cc3c(C)cc(C)cc3[nH]c2=O)cc1	4	-4	1.2	12	1	0	-9	-4	129
Cc1cc(C)nc(SCNC(=O)c2ccc(Cl)cc2)n1	4	0	1.1	0	-14	12	-8	33	114
CC(=O)Nc1ccc(NC2(C)C(=O)c3ccccc3C2=O)cc1	5	1	1.2	11	10	-12	2[fluorescence artefact?]	-7	117
COC(=O)CNC(=O)CSc1nnc(-c2ccc(OC)cc2)n1CC(C)C	7	-4	1.2	7	-3	3	-12	-1	110
C(/C=C/C=C/Nc1ccccc1)=Nc1ccccc1	3	1	1.2	9[fluorescence artefact?]	2	-4	-19	14	120[fluorescence artefact?]
CS(=O)(=O)N(CC(=O)Nc1ccccc1C(=O)NCCc1ccccc1)c1ccc2c(c1)OCCO2	1	-2	1.3	7	-2	3	2	-9	109
O=C(NCn1cnccc1=O)c1ccccc1	/	-2	/	/	3	-5	/	1	/
COC(=O)C1=C(CSc2nccn2C)NC(=O)NC1c1cc(C)ccc1C (stereo unspecified)	10	1	1	-5	11	-14	-14	13	100
CC1Cc2ccccc2N1C(=O)CSc1ccccc1 (stereo unspecified)	/	-1	/	/	-2	4	/	4	/
CCn1c(CNC(=O)COc2ccc(C(C)C)cc2)nnc1SCC(=O)Nc1ccccc1F	/	-1	/	/	-26	27	/	14	/
N#Cc1nc(-c2ccco2)oc1NCCc1ccccc1	2	/	1.2	4	-7	6	-7[fluorescence artefact?]	/	122
O=C(NCc1ccccn1)c1cc(-n2cnnc2)ccc1Cl	8	7	1.1	-5	-1	6	-9[fluorescence artefact?]	-2	99
CCOc1ccc(Br)cc1C1NC(=O)c2c(sc3c2CCN(C)C3)N1 (stereo unspecified)	3	/	1.2	3	/	/	-5	/	79[fluorescence artefact?]
CCN1CCN(C(=O)CSc2cc(=O)n(CC)c3ccccc23)CC1	2	-1	1.2	23[fluorescence artefact?]	-3	2	-12	4	105[fluorescence artefact?]
CCOC(=O)N1CCN(C(=O)C(NC(=O)C2CCC(C)CC2)C(C)C)CC1 (stereo unspecified)	0	0	1.2	13	6	-6	-30	-8	112
Cc1nn(Cc2ccccc2)c2c1C(c1ccncc1)C(C#N)=C(N)O2 (stereo unspecified)	5	-1	1.1	1	/	/	0	1	100
CCOC(=O)C1CCN(C(=O)CN(Cc2ccccc2)S(C)(=O)=O)CC1	-2	6	1	7	-2	7	-2	-26	112
O=C(NCc1ccco1)c1cc2sccc2n1Cc1ccc(F)cc1	1	-3	1.1	-4	20	-17	4	-24	92
Cc1ccnc(NC(=O)CCC(=O)N(CC(=O)NC(C)(C)C)C2CCCC2)c1	-3	2	1.1	-8	26	-24	0	17	111
O=C(c1ccccc1)N(Cc1ccc2c(c1)OCO2)Cc1nc2ccccc2c(=O)[nH]1	5	2	1.1	10	3	-3	-11[fluorescence artefact?]	-5	112
CCN(CC)S(=O)(=O)c1ccc2oc(C(=O)NCC3COc4ccccc4O3)c(C)c2c1 (stereo unspecified)	5	19	1.2	-1	/	/	-3	24	124
COc1ccc(C2=NN(CN3C(=O)C(=O)c4ccccc43)C(c3ccc(C)cc3)C2)cc1 (stereo unspecified)	1	-2	1.6	-6	-2	3	3	1	104
CCOC(=O)C1=C(CN2CCc3ccccc32)NC(=O)NC1c1ccc(Cl)cc1 (stereo unspecified)	3	-2	1.1	2	-26	25	-6	15	87
C=CCn1c(NCc2c[nH]c3ccccc23)nc2ccccc21	9	/	1.7	6	1	4	-9	/	113
CCOc1cc(N2CCOCC2)c(OCC)cc1NS(=O)(=O)c1ccc(Cl)s1	1	3	0.5	9	9	-9	46[fluorescence artefact?]	10	88[fluorescence artefact?]
Cc1ccc(CC(=O)Nc2nncs2)cc1	8	/	1	3	-5	5	-7	/	111
O=S(=O)(Cc1nc2ccccc2s1)c1ccccc1	6	4	1.6	1	/	/	-3	-9	92
O=c1oc(-c2ccccc2)nc2c1C1(CCCCC1)Cc1ccccc1-2	-1	-1	1.1	19	0	-3	1	6	87
COc1ccc(C(=O)C(c2ccccc2)N2CCOCC2)cc1 (stereo unspecified)	-1	-2	1	-13	5	-5	13[fluorescence artefact?]	13	107[fluorescence artefact?]
Cc1occc1C(=O)NNC(=S)Nc1ccccc1	/	-2	/	/	7	-8	/	-2	/
Cc1cccc2c1-c1sc(C(=O)Nc3nccs3)cc1CO2	4	-2	/	5	53*	-52	-3	-10	115
Cc1cc(C(=O)CSc2nnc(-c3ccccc3)o2)c(C)n1CC1COc2ccccc2O1 (stereo unspecified)	0	/	1	-30	14	-11	-18	/	74[fluorescence artefact?]
O=C1CC(C(F)(F)C(F)(F)C(F)(F)C(F)(F)F)=Nc2ccccc2N1	4	3	1.1	2	-2	1	-1	-24	110
CCc1ccc(CCC(=O)Nc2nnc(CC)s2)o1	5	-2	1.2	9[fluorescence artefact?]	/	/	0	2	101
CCOC(=O)c1c(NC(=O)CSc2nnc(C)s2)sc2c1CCCCC2	3	/	1.2	-3	8	-4	2	/	137
COC(=O)c1cc(COC(=O)c2ccc(OC)c(S(=O)(=O)N3CCCC3)c2)oc1C	10	-3	1.1	-1	15	-15	8	-5	86
CNc1ccc(C(O)(C(F)(F)F)C(F)(F)F)cc1C(O)(C(F)(F)F)C(F)(F)F	/	-1	1.1	0	-1	6	-2	19	169[fluorescence artefact?]
CC(C)Cc1nc(SCC(=O)Nc2ccc(S(N)(=O)=O)cc2)n[nH]1	3	-3	1.2	7	1	1	-5	-1	106
CC(=O)N1CCN(c2ccc(NC(=O)c3ccc(C)cc3)cc2)CC1	-3	-2	1.1	-6	12	-8	-10	-18	103
Cc1cc(C)n(-c2nc3ccccc3nc2N2CCN(S(=O)(=O)c3ccc4ccccc4c3)CC2)n1	0	7	1	-6	-3	2	-6	-31	133
CCCC(=O)Nc1ccccc1NC(C)=O	2	-2	1	4	-10	8	-4	-6	117
CCC(=O)Nc1cc(C(F)(F)F)ccc1N1CCOCC1	10	-2	1.2	2	1	-1	-4[fluorescence artefact?]	-8	118
CCOc1ccc(C(=O)NCCC(=O)NCCCC(=O)O)cc1	-4	116	1.1	-18	8	-7	1	3	111

Filtered by structure, the entries above containing a furan ring, fused or not
SMILES	Candida biofilm	Mac1 fbg enh	MT1-MMP txn act	Smad3 FoxH1 inh	sEH act	sEH inh	ERb SRC1 inh	CD11b adhes inh	ERa coact pot
COc1ccc(C)cc1-n1nnnc1SCC(=O)NC(=O)NCc1ccco1	5	32	1.1	0	-9	5	46	-3	50[fluorescence artefact?]
O=C(Cc1coc2ccc3ccccc3c12)N1CCc2ccccc21	3	-2	0.9	-6	-2	2	-11	16	116
N#Cc1nc(-c2ccco2)oc1NCCc1ccccc1	2	/	1.2	4	-7	6	-7[fluorescence artefact?]	/	122
O=C(NCc1ccco1)c1cc2sccc2n1Cc1ccc(F)cc1	1	-3	1.1	-4	20	-17	4	-24	92
CCN(CC)S(=O)(=O)c1ccc2oc(C(=O)NCC3COc4ccccc4O3)c(C)c2c1 (stereo unspecified)	5	19	1.2	-1	/	/	-3	24	124
Cc1occc1C(=O)NNC(=S)Nc1ccccc1	/	-2	/	/	7	-8	/	-2	/
CCc1ccc(CCC(=O)Nc2nnc(CC)s2)o1	5	-2	1.2	9[fluorescence artefact?]	/	/	0	2	101
COC(=O)c1cc(COC(=O)c2ccc(OC)c(S(=O)(=O)N3CCCC3)c2)oc1C	10	-3	1.1	-1	15	-15	8	-5	86

A different layout for some results above.
mol,Candida biofilm,Mac1 fbg enh,MT1-MMP txn act,Smad3 FoxH1 inh,sEH act,sEH inh,ERb SRC1 inh,CD11b adhes inh,ERa coact pot
CCn1c(CNC(=O)COc2ccc(C(C)C)cc2)nnc1SCC(=O)Nc1ccccc1F,/,-1,/,/,-26,27,/,14,/
N#Cc1nc(-c2ccco2)oc1NCCc1ccccc1,2,/,1.2,4,-7,6,-7[fluorescence artefact?],/,122

Compound activity: PubChem BioAssay, several laboratories
